Screens from PubChem BioAssay.
SIRT5 inh: blocks human SIRT5 desuccinylation of peptide; Q9NXA8; Purified SirT5, succinyl-peptide AMC, trypsin-coupled fluorescence; inhibition, % at 15 µM; hit rate 1.1% among 330,000; AID 652115; in the data active means inhibition above about 15%; inconclusive means no clear call, values can overlap the other calls
Target sequence (Q9NXA8 whole entry, looked up): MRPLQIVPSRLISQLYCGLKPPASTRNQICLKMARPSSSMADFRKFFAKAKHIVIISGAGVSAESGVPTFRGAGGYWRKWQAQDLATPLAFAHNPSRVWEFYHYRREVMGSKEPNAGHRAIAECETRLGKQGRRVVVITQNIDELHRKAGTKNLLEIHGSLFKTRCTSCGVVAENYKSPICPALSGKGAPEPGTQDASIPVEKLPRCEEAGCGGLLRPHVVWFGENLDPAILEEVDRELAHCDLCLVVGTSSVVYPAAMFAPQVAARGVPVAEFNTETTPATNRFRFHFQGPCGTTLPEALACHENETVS
CFTR F508del cor: CFTR F508del correction in bronchial cells; CFBE cells, YFP halide quenching; stimulated with forskolin plus potentiator P3; % fluorescence drop versus neutral controls; activity (quench increase), % at 7.58 µM; hit rate 0.36% among 350,000;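 active means mean added fluorescence quench of at least 8% versus neutral control, with both replicates also reaching 8%; inconclusive means only one of the mean or replicate conditions met; inactive means mean below 8% and not both replicates reaching 8%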;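 further: cells transiently co-express mutant CFTR-F508del with the halide-sensitive YFP; corrector assay measuring rescue of mutant channel to the surface after 24 h compound exposure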
CASP6 VEID inh: caspase-6 (human) enzyme inhibition; P55212; purified caspase-6, Z-VEID-R110 cleavage fluorescence; inhibition, % at 12.5 µM; hit rate 0.53% among 350,000; AID 686996;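 active means mean inhibition across replicates at least about 35%, with every replicate also reaching that limit, limit read from the data; inconclusive means only one of the two criteria met; inactive means neither criterion met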;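 further: 0% = median of neutral control wells and 100% = no fluorescence left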
Target sequence (P55212 24-179 limits assumed): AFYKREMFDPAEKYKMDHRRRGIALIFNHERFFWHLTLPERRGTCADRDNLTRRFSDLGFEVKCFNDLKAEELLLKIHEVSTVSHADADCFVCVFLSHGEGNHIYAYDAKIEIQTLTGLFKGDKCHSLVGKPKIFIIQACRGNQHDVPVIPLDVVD
Target sequence (P55212 194-293 limits assumed): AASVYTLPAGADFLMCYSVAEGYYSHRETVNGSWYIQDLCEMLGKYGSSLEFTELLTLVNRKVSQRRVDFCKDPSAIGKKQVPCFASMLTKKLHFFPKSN
ERp5 block: ERp5 (human) disulfide isomerase inhibition; Q15084; ERp5 insulin aggregation, absorbance 650 nm, 90 min; inhibition, % at 9.99 µM; hit rate 0.05% among 350,000; AID 651711;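 active means mean replicate inhibition above about 25%, with every replicate also reaching it, limit read from the data, passing the limit was not always enough; inconclusive means only one of those two criteria met; inactive means neither criterion met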
Target sequence (Q15084 whole entry, looked up): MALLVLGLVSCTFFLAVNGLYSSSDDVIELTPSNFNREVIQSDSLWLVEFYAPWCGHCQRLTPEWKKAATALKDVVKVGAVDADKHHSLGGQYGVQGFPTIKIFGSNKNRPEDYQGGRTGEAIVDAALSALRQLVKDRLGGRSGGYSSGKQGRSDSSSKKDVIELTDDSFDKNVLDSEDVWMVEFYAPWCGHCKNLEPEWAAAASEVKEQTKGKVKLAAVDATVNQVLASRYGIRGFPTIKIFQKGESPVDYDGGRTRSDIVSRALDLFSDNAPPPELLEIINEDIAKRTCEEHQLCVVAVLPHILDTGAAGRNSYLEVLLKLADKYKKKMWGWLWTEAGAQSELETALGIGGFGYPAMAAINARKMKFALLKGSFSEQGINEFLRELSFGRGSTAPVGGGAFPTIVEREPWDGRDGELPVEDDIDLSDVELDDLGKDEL
miR-122 sensor: inhibitors of miR-122 in Huh7 cells; Huh7 miR-122 Renilla luciferase sensor, 48 h; neutral wells = 0, positive control = 100; hit rate 0.3% among 340,000; activation (reporter increase), % at 12.5 µM;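 active means mean replicate activation score at least 90 and every replicate individually at or above 90; inconclusive means only one of the two criteria met; inactive means neither criterion met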;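 further: higher luciferase means less miR-122 activity so hits act as miR-122 inhibitors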
DENV2 CPE rescue: inhibitors of DENV2 cytopathic effect; CPE inhibition, % at 9.99 µM; hit rate 1.7% among 350,000; DENV2-infected cells, cytopathic effect rescue, plate reader; in the data active means CPE inhibition above about 20%, passing the limit was not always enough; inconclusive means no clear call, values can overlap the other calls; tested in BHK-21 cells;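 further: 0% = median of neutral control wells and 100% = median of positive control wells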
ERAP1 HTS inh: ERAP1 (human) enzyme inhibition; recombinant ERAP1, Leu-AMC fluorescence, 60 min; inhibition, % at 10.7 µM; Q9NZ08; hit rate 0.15% among 340,000; AID 652197;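 active means mean replicate inhibition of at least 30%, or all replicates individually reaching that 30% level; inactive means mean below 30% and not every replicate reaching it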;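 further: 0% = neutral control wells and 100% = L-leucinethiol positive control wells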
* = called active by the depositor; ? = inconclusive; · = not tested or not shown; & = joins results of further samples; [ ] = remark or other dose.

DENV2 CPE rescue,miR-122 sensor,ERp5 block,SIRT5 inh,ERAP1 HTS inh,CASP6 VEID inh,CFTR F508del cor,Structure
-11&13&-2,0,2&-1&-3,-2&-4&-1,7&0&0,-2&0&0,5.6&1.3&1.3,CCC(=O)N(C)C[C@H]1Oc2ncc(C#Cc3ccncc3)cc2C(=O)N([C@@H](C)CO)C[C@@H]1C
10,1,-3,·,·,0,-2.4,CC(C)C[C@H](NC(=O)c1[nH]cnc1C(=O)Nc1ccc(CNC(=O)OC(C)(C)C)cc1)C(=O)OCc1ccccc1
0,·,1,-6,3,-1,-1.3,Cn1cc(-c2cccc(C(F)(F)F)c2)cc(C#N)c1=O
3,10,5,-2,5,-3,-0.4,O=C(COC(=O)COc1ccccc1F)Nc1cccc(S(=O)(=O)N2CCCCC2)c1
18,0,-1,4,1,1,-2.3,COc1cc(NC(=O)CN2C(=O)NC(C)(c3ccc(OC(F)F)cc3)C2=O)cc(OC)c1OC (stereo not given)
7,-4,-14,-2,0,-4,-1.7,O=C(C1CCCCC1)N1CCC2CC1c1cc(N3CCCCC3)ccc12 (stereo not given)
1,4,-5,-6,-2,1,-1.0,Cc1nn(CC(C)C)c(Cl)c1C(=O)N(C)CC(=O)Nc1ccc(Cl)cc1
?,·,2,-3,2,3,-2.4,Cc1csc2nc(CNS(=O)(=O)c3ccc(-c4ccccc4)cc3)cn12
-2,-1,0,-3,2,0,1.0,COC(=O)c1cc(C(=O)OCC(=O)Nc2ccccc2OC(F)F)cc([N+](=O)[O-])c1
10,-8,8,-1,-1,0,1.0,CCOc1ccc2c(c1)C(=NNC(=O)c1ccncc1)c1cc(OCC)ccc1-2
·,-3,-5,-5,·,1,-2.7,CCNC(=O)C(CC(C)C)NC(=O)C(CO)NC(=O)C1CCC(=O)N1 (stereo not given)
7,·,0,1,-3,3,-3.7,C=CCNC(=S)N1CCOCC1
-7,-9,2,2,0,1,2.9,CSc1nc2c(c(=O)[nH]1)C(c1ccc(C(F)(F)F)cc1)CC(=O)N2 (stereo not given)
-11,-5,-6,-1,-1,-1,1.1,C=C(C)CSc1nc2c(c(=O)[nH]c(=O)n2C)n1Cc1ccccc1
·,0,10,-8,-5,1,·,Cc1cc(C(=O)N(C)Cc2ccc(Br)cc2)no1
·,-9,0,-9,3,0,1.3,Cc1c(C(=O)Nc2cccc(S(=O)(=O)N3CCCC3)c2)oc2ccccc12
19,8[16.7 µM],-3,-3,-4,0,-0.6,COC(=O)C[C@@H]1CC[C@@H]2[C@H](COc3ccc(NC(=O)Nc4ccccc4C)cc3C(=O)N2C)O1
-2,-13,4,-4,1,0,-2.4,CN(C)c1cccc(C(=O)N/C=C/n2cnc3cc(C(F)(F)F)ccc32)c1
?,·,-1,-1,0,7,-2.6,C[C@@H]1CN([C@@H](C)CO)C(=O)c2cc(C#C[C@@H](C)O)cnc2O[C@@H]1CN(C)C(=O)c1ccc(F)cc1
1,1,2,-2,-2,0,-0.6,CCOc1ccc(Cl)cc1CNc1nnnn1CC
?,-11,1,-5,-1,1,0.5,COc1ccccc1N1C(=NC(=O)CCc2ccccc2)SC2CS(=O)(=O)CC21 (stereo not given)
2,-2,-1,-2,1,5,-6.4,Cn1cccc1-c1cc(C(=O)N/N=C/C=C/c2ccccc2)[nH]n1
·,-4,-4,-1,-2,0,1.1,C[C@@H](CN=[N+]=[N-])CN1CC[C@H](O)CCC1=O
-2,1,2,·,-2,-1,0.2,COCCNC(=O)C1CCCN(C(=O)c2ccc(C(F)(F)F)nc2C)CC1 (stereo not given)
5,-1,-2,1,-1,-3,-1.5,Cc1ccccc1C(=O)NCCOc1ccccc1Cl
0,·,5,-2,0,4,2.7,COc1cccc(NC(=O)CCNS(=O)(=O)c2ccc3c(c2)oc(=O)n3C)c1
-1,·,3,-7,2,0,-1.9,O=C(Nc1cccc(S(=O)(=O)N2CCOCC2)c1)c1ccccn1
5,-6,3,-21,14,1,1.9,CC(=O)N1CCN(C(=O)c2cc(-c3ccc(C)o3)nc3ccccc23)CC1
-2,·,3,-3,-1,3,-0.8,CCOC(=O)C1=CCC(c2cc3ccc(OC)cc3n2C(=O)OC(C)(C)C)NC1 (stereo not given)
1,·,-14,0,8,12,-2.3,COc1ccc2c(c1OC)CN(C)CCc1cc3c(cc1C(=O)C2)OCO3
0,6,0,-1,1,4,2.6,COc1ccc(CCNC(=O)COc2ccc3c(c2)OCO3)cc1
4,1,0,-5,-1,0,2.0,COc1cccc(N2CCN(S(=O)(=O)c3ccc(-n4cnnn4)cc3)CC2)c1
1,-13,0,-2,-1,4,0.2,O=C(N/N=C/c1cccc([N+](=O)[O-])c1)c1ccncc1
-4,·,1,-1,11,-1,-1.1,C[C@@H](NC(=O)C[C@@H]1C=C[C@@H](NC(=O)CN2CCOCC2)[C@@H](CO)O1)c1ccccc1
2,-1,-2,-3,-9,-1,·,Cc1csc(SCC(=O)NC2CCS(=O)(=O)C2)n1 (stereo not given)
4,·,5,8,·,-2,-2.2,COc1ccccc1NC(=O)Cn1c(=O)c(N(C)C)c(N)n(C)c1=O
26*,·,-2,0,2,0,-2.6,CC(C)[C@H](NC(=O)c1cccs1)C(=O)N1CCC[C@H]1C(=O)NCc1ccccc1
3,-12[16.7 µM],2,-3,1,-1,3.9,CCC(=O)N1[C@@H](CO)[C@@H]2c3ccccc3N(S(=O)(=O)c3ccc(F)cc3)C[C@@H]21
8,-4,-15,-2,2,4,-3.2,Cc1ccc(S(=O)(=O)N2C[C@H]3n4c(=O)ccc(=O)n4C[C@H](OC(=O)NCc4ccccc4)[C@@]3(O)C2)cc1
8,·,5,-1,0,-1,1.0,CC(C)NC(=O)N[C@@H]1CC[C@H](CCNS(=O)(=O)Cc2ccccc2)O[C@@H]1CO
-1,-16,3,-4,·,4,3.8,NS(=O)(=O)c1cccc(NC(=O)CSc2nnc(-c3ccccc3F)n2C2CC2)c1
6,-2,6,-2,2,1,1.8,COc1cc(CO)ccc1OCC(=O)N1CCc2ccccc21
-6,10[16.7 µM],-3,4,-7,-1,0.2,Cc1noc(C)c1NC(=O)N(C)C[C@@H]1OCCCC[C@@H](C)Oc2ccc(NC(=O)NC3CCCCC3)cc2C(=O)N([C@H](C)CO)C[C@H]1C
-9,0,-4,-2,2,5,1.6,CC(=O)N(CCC1(c2ccc(C)cc2)CCOC(C(C)C)C1)Cc1ccco1 (stereo not given)
?,·,1,2,-7,0,-1.1,CCn1cc(C(=O)N(C)CC(OC)OC)c(=O)c2cc(S(=O)(=O)N3CCOCC3)ccc21
-2,2,12,-3,-4,-1,·,Cc1ccc(S(=O)(=O)C2C(=O)NC3(C)CC2c2ccccc2O3)cc1 (stereo not given)
-7,12,4,-9,-4,-2,-1.8,COc1cc2c(C(=O)OCCN(C)C)c(CSc3ccccc3)n(C)c2cc1Br
8,-1,-8,·,-1,-1,-0.3,CC1=C(C(=O)OCc2ccccc2)C(c2cccs2)NC(=O)N1CCCC(=O)O (stereo not given)

3 entries from above, sorted by the number in ERp5 block, falling:
DENV2 CPE rescue,miR-122 sensor,ERp5 block,SIRT5 inh,ERAP1 HTS inh,CASP6 VEID inh,CFTR F508del cor,Structure
-2,-13,4,-4,1,0,-2.4,CN(C)c1cccc(C(=O)N/C=C/n2cnc3cc(C(F)(F)F)ccc32)c1
·,-3,-5,-5,·,1,-2.7,CCNC(=O)C(CC(C)C)NC(=O)C(CO)NC(=O)C1CCC(=O)N1 (stereo not given)
1,·,-14,0,8,12,-2.3,COc1ccc2c(c1OC)CN(C)CCc1cc3c(cc1C(=O)C2)OCO3

More compounds.
DENV2 CPE rescue,miR-122 sensor,ERp5 block,SIRT5 inh,ERAP1 HTS inh,CASP6 VEID inh,CFTR F508del cor,Structure
0,-2,6,-6,-3,-1,-2.5,CC(=O)Nc1cccc(NC(=O)Cc2ccc3ccccc3c2)c1
13,10,5,-6,4,-7,1.5,CCOC(=O)C1CCCN(C/C=C/c2ccccc2)C1 (stereo not given)
-6,33[16.7 µM],2,-1,1,9,1.8,C[C@H](CO)N1C[C@H](C)[C@@H](CN(C)CC2CC2)Oc2c(NC(=O)Nc3cccc4ccccc34)cccc2C1=O
-2,·,-1,-3,0,2,-1.9,O=C1O[C@@H](c2ccccc2)C[C@@H](O)[C@H](O)CCCc2ccccc21
1,-2,8,-1,4,0,-0.4,CCCCCCn1c(SCC(=O)OC)nc2c1c(=O)[nH]c(=O)n2C
-9,·,-7,-4,-5,-1,2.7,CC(=O)Nc1ccc(CN2CCN(Cc3ccc(C)cc3)C(CCO)C2)cc1 (stereo not given)
0,-9,2,10,-2,-2,·,CC(C)N(c1ccccc1)c1ccc(NC(=O)COC(=O)CCN2C(=O)c3cccc([N+](=O)[O-])c3C2=O)cc1
-1,·,-6,-2,4,0,-0.5,Cc1ccnc(NC(=O)C2CCN(S(=O)(=O)c3cccc(C(F)(F)F)c3)CC2)c1

15 entries out of the list, arranged by SMILES length, lowest first.
DENV2 CPE rescue,miR-122 sensor,ERp5 block,SIRT5 inh,ERAP1 HTS inh,CASP6 VEID inh,CFTR F508del cor,Structure
6,-2,6,-2,2,1,1.8,COc1cc(CO)ccc1OCC(=O)N1CCc2ccccc21
0,-2,6,-6,-3,-1,-2.5,CC(=O)Nc1cccc(NC(=O)Cc2ccc3ccccc3c2)c1
1,-2,8,-1,4,0,-0.4,CCCCCCn1c(SCC(=O)OC)nc2c1c(=O)[nH]c(=O)n2C
-9,·,-7,-4,-5,-1,2.7,CC(=O)Nc1ccc(CN2CCN(Cc3ccc(C)cc3)C(CCO)C2)cc1 (stereo not given)
-2,2,12,-3,-4,-1,·,Cc1ccc(S(=O)(=O)C2C(=O)NC3(C)CC2c2ccccc2O3)cc1 (stereo not given)
-9,0,-4,-2,2,5,1.6,CC(=O)N(CCC1(c2ccc(C)cc2)CCOC(C(C)C)C1)Cc1ccco1 (stereo not given)
8,-1,-8,·,-1,-1,-0.3,CC1=C(C(=O)OCc2ccccc2)C(c2cccs2)NC(=O)N1CCCC(=O)O (stereo not given)
-1,-16,3,-4,·,4,3.8,NS(=O)(=O)c1cccc(NC(=O)CSc2nnc(-c3ccccc3F)n2C2CC2)c1
-1,·,-6,-2,4,0,-0.5,Cc1ccnc(NC(=O)C2CCN(S(=O)(=O)c3cccc(C(F)(F)F)c3)CC2)c1
?,·,1,2,-7,0,-1.1,CCn1cc(C(=O)N(C)CC(OC)OC)c(=O)c2cc(S(=O)(=O)N3CCOCC3)ccc21
8,·,5,-1,0,-1,1.0,CC(C)NC(=O)N[C@@H]1CC[C@H](CCNS(=O)(=O)Cc2ccccc2)O[C@@H]1CO
0,-9,2,10,-2,-2,·,CC(C)N(c1ccccc1)c1ccc(NC(=O)COC(=O)CCN2C(=O)c3cccc([N+](=O)[O-])c3C2=O)cc1
-6,33[16.7 µM],2,-1,1,9,1.8,C[C@H](CO)N1C[C@H](C)[C@@H](CN(C)CC2CC2)Oc2c(NC(=O)Nc3cccc4ccccc34)cccc2C1=O
8,-4,-15,-2,2,4,-3.2,Cc1ccc(S(=O)(=O)N2C[C@H]3n4c(=O)ccc(=O)n4C[C@H](OC(=O)NCc4ccccc4)[C@@]3(O)C2)cc1
-6,10[16.7 µM],-3,4,-7,-1,0.2,Cc1noc(C)c1NC(=O)N(C)C[C@@H]1OCCCC[C@@H](C)Oc2ccc(NC(=O)NC3CCCCC3)cc2C(=O)N([C@H](C)CO)C[C@H]1C

Later entries:
DENV2 CPE rescue,miR-122 sensor,ERp5 block,SIRT5 inh,ERAP1 HTS inh,CASP6 VEID inh,CFTR F508del cor,Structure
1,·,1,-2,-2,3,3.3,Cc1cccc(-c2ccc([C@H]3[C@H](CO)N4C(=O)CN(C(=O)CN5CCOCC5)C[C@@H]34)cc2)c1
-7,·,-6,-4,4,0,-0.1,O=C(Nc1ccccc1Cl)O/N=C/c1ccc(F)cc1
1,-11,2,1,5,1,0.2,CC(C)CN(C(=O)CCCOc1ccc(Cl)cc1Cl)c1c(N)n(Cc2ccccc2)c(=O)[nH]c1=O
-1,-6,-2,2,2,1,4.4,O=C(CCc1nc2ccccc2c(=O)[nH]1)N1CCN(S(=O)(=O)c2ccccc2Br)CC1
